# MITF primary = MITF inhibitors, primary screen, biochemical, AlphaScreen, human; 650,000 tested, 0.91% active; AID 1259374, 2018; AlphaScreen MITF homodimerization, bead proximity signal; inhibition, % at 2.6 µM; Microphthalmia-associated transcription factor (Homo sapiens), O75030; in the data active = inhibition above about 50%;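 note: 0% = vehicle wells with protein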
# GPR151 activ = activators of human GPR151, primary screen, cell-based, PathHunter beta-arrestin, luminescence; activation, % at 11.2 µM; G-protein coupled receptor 151 (Homo sapiens), Q8TDV0; 650,000 tested, 1% active; PathHunter beta-arrestin GPR151 cells; AID 1508602, 2020; in the data active = activation above about 4.9%;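 note: 0% = median of compound wells and 100% = cells with positive control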
# TEAD-YAP inh = TEAD-YAP interaction inhibition, primary screen, TEAD-YAP interaction inhibitor project, luminescence, HEK-TIYL cells | TEAD-Gal4/YAP UAS-luciferase luminescence | inhibition, % at 9.12 µM | 640,000 tested, 1.4% active | AID 1259422, 2018; in the data active = inhibition above about 32%;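 note: 0% = median of test compound wells and 100% = reference inhibitor wells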
# FBW7 activator = FBW7 E3 ligase activators, primary screen, biochemical, AlphaScreen, human; F-box/WD repeat-containing protein 7 (Homo sapiens), Q969H0; AlphaScreen FBW7–phospho-cyclin E peptide binding, activator screen; normalized activity (activation), % at 26.1 µM; 650,000 tested, 0.13% active; AID 1259310, 2017; in the data active = normalized activity above about 1.9%;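 note: purified mutant Fbw7 with reduced substrate affinity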
# Target sequence (Q969H0 whole entry, looked up): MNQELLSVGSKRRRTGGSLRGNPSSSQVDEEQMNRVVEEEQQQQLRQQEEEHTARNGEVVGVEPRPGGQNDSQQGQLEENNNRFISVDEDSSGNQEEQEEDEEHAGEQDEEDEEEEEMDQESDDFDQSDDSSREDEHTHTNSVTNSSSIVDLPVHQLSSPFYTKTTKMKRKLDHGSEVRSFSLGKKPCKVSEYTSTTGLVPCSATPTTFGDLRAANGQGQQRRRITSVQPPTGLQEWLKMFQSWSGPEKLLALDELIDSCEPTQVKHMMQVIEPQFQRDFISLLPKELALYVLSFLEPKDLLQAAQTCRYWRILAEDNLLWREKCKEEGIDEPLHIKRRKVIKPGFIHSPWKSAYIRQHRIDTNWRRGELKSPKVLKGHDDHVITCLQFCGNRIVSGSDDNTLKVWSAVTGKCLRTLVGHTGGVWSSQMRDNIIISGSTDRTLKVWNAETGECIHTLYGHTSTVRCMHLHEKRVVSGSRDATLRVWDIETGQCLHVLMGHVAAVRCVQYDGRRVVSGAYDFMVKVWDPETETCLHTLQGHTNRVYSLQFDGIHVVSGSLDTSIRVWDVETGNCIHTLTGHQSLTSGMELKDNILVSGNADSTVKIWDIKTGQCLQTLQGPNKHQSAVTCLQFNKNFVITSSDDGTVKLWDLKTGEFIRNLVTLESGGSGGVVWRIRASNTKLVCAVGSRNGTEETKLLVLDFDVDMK
# * marks the source's active call; other numbers are inactive results; · = not tested or not shown; & = joins results of further samples.
item	SMILES	MITF primary	GPR151 activ	TEAD-YAP inh	FBW7 activator
1	CC(C)c1ccc(N2CC(O)=C(c3nc4ccccc4[nH]3)C2=N)cc1	10	7.9*	-9	0.1
2	Cc1ccccc1OC(C)C(=O)Nc1cccnc1 (stereo unspecified)	-2	0.0	-5	0.2
3	CCn1nc(C(=O)Nc2nc3c(s2)CCc2ccccc2-3)cc1C	-6	-0.8	-8	-0.3
4	Cc1ccc(-n2c(SCC(N)=O)nc3c(sc4cccc(F)c43)c2=O)cc1	-6	-1.0	-5	-0.1
5	COc1ccc(/C=N/NC(=O)CNC(=O)c2ccccc2)cc1OC	-6	-0.2	-8	0.1
6	CC(C)CC(=O)Nc1ccc(C(=O)CSc2nnc(-c3ccco3)o2)cc1	6	1.3	2	0.0
7	COc1ccc(CN2CCc3c(nc(N4CCCCC4C)[nH]c3=O)C2)cc1O (stereo unspecified)	3	1.4	-13	0.0
8	OC(COCCC12CC3CC(CC(C3)C1)C2)CN1CCOCC1 (stereo unspecified)	1	2.2	-2	-0.2
9	CCCNc1nc(Nc2ccncn2)ncc1C	10	0.0	-6	0.0
10	CNC(=O)CNS(=O)(=O)c1ccc(C)cc1	3	1.3	8	0.3
11	O=C(O)COc1ccccc1/C=N/NC(=O)c1ccc(Cl)cc1Cl	5	-0.9	-7	-0.1
12	Cc1ccc(NC(=O)c2c(NC(=O)c3ccccc3Cl)sc3c2CCCCC3)cc1	1	-0.2	3	0.3
13	CC(=O)CN1CCC(O)(c2ccc3c(c2)OCO3)CC1	2	-0.7	8	0.0
14	O=C(NNC(=O)c1ccc(NC(=O)c2ccccc2)cc1)c1ccc(F)cc1	14	0.1	10	-0.1
15	CC(=O)Nc1ccc(-c2nn[nH]n2)cc1Cl	-3	-0.1	4	-0.1

# The last five entries of the section before are carried over, then new ones follow:
item	SMILES	MITF primary	GPR151 activ	TEAD-YAP inh	FBW7 activator
11	O=C(O)COc1ccccc1/C=N/NC(=O)c1ccc(Cl)cc1Cl	5	-0.9	-7	-0.1
12	Cc1ccc(NC(=O)c2c(NC(=O)c3ccccc3Cl)sc3c2CCCCC3)cc1	1	-0.2	3	0.3
13	CC(=O)CN1CCC(O)(c2ccc3c(c2)OCO3)CC1	2	-0.7	8	0.0
14	O=C(NNC(=O)c1ccc(NC(=O)c2ccccc2)cc1)c1ccc(F)cc1	14	0.1	10	-0.1
15	CC(=O)Nc1ccc(-c2nn[nH]n2)cc1Cl	-3	-0.1	4	-0.1
16	COc1ccc(Br)cc1/C=N/NC(=O)COc1cccc(Br)c1	0	-0.4	4	0.0
17	CC(=O)Nc1ccc2c(c1)CN(Cc1ccccc1)CO2	-5	1.5	-8	-0.1
18	CCOCCCN1C(=O)C2C(C(=O)Nc3ccc(C)c(C)c3)C3C=CC2(O3)C1C(=O)NC1CCCCC1 (stereo unspecified)	1	-1.1	5	-0.1
19	Cc1ccc(C(=O)N/C(N)=N/c2nc3ccccc3s2)cc1	13&11	-0.1&-2.0	-2&-1	0.1&0.8
20	CC(=O)Nc1cc2c(cc1NC(=O)Cn1nc(-c3ccccc3F)ccc1=O)OCCO2	-7	1.2	-11	0.1
21	Cc1ccc(N2CC(C(=O)NCCc3ccc(Cl)cc3)CC2=O)cc1 (stereo unspecified)	-3	-0.5	-3	-0.3
22	NS(=O)(=O)c1ccc(CNS(=O)(=O)c2ccc3c(c2)OCCCO3)cc1	-8	-0.1	-17	0.2
23	O=C(CSc1nc2[nH]ncc2c(=O)n1-c1ccc(Cl)cc1Cl)NCc1ccccc1	7	1.8	-1	0.1
24	Cc1cccc(C(=O)Nc2ccc(C(=O)Nc3ccccc3C)cc2)c1	8	-0.4	11	-0.1
25	Cc1ccc(NC(=S)N(CCCN2CCCCC2)Cc2cccs2)cc1C	-6	3.5	1	0.0
26	O=[N+]([O-])c1ccc(S(=O)(=O)Nc2ccc3ccccc3c2)cc1	24	0.1	3	0.1
27	Cc1c(C(=O)Nc2ccccc2O)cccc1[N+](=O)[O-]	4	3.4	-7	-0.1
28	Cc1c(S(=O)(=O)N2CCC(Cc3ccccc3)CC2)c(=O)n(C)c(=O)n1C	4	0.7	2	0.1
29	CCOC(=O)c1c(NC(=O)CSc2nnc(CNC(=O)COc3ccc(Cl)cc3)n2CCc2ccccc2)sc2c1CCCC2	6	0.4	12	0.2
30	CC(=O)C/C(C)=C1\C(=O)Nc2ccccc21	15	-0.7	-1	0.1
31	CC(=O)Nc1cccc2ccc(-c3cnc4ccccc4c3)nc12	0	-0.7	2	0.1
32	Cc1cc2c(cc1C)NC(CC(=O)NCC(C)C)C(=O)N2 (stereo unspecified)	2	0.6	11	-0.2
33	Cc1nc2sc3c(N4CCCC4)ncnc3c2c2c1COC(C)(C)C2	12	-0.4	2	-0.1
34	CCN1C(=O)N[C@@H](c2cccc(F)c2)C(C(C)=O)=C1C	2	-1.0	·	0.7
35	O=C(Nc1ccc(-c2noc(COc3ccccc3Cl)n2)cc1)c1ccc2c(c1)OCO2	-7	-0.5	-13	-0.1
36	O=C1CCC([N+](=O)[O-])C(c2ccccc2F)N1 (stereo unspecified)	1	1.3	5	0.0
37	COc1ccccc1-n1nc(C(=O)N2CCCc3ccccc32)c2ccccc2c1=O	1	-0.9	-5	-0.1
38	COC(=O)c1nnn(-c2nonc2N)c1CN1CC(C)OC(C)C1 (stereo unspecified)	-8	0.4	-3	0.2
39	COc1cc(/C=C2/C(=N)N3N=C(COc4ccccc4)SC3=NC2=O)ccc1OC(=O)c1cccs1	-2	0.6	6	-0.1
40	O=C(Cc1ccc(N2CCC(NC3CCOC3)CC2)cc1)NCCc1cccc(F)c1 (stereo unspecified)	1	-0.7	18	0.0
41	CC1CC2(CC(C)(C(=O)CSc3n[nH]c(-c4ccccc4Cl)n3)OC2=O)C(=O)O1 (stereo unspecified)	20	1.3	1	-0.1
42	O=C1NC(NCCc2ccccc2)(C(F)(F)F)C(=O)N1c1ccc(OC(F)(F)F)cc1 (stereo unspecified)	-2	-1.1	-4	-0.2
43	CCc1ccccc1NC(=O)c1cc(S(=O)(=O)N2CCc3ccccc32)ccc1F	-4	0.6	-7	0.0
44	CCCn1nnc(NC(=O)c2ccc(OC)cc2)n1	-10	-2.5	-54	-0.1
45	COc1cccc(-c2nnc3n2N=C(c2cc4ccccc4oc2=O)CS3)c1	3	-1.2	6	0.1
46	COC(=O)C1=C(N)Oc2cc(C)n(CC3CCCO3)c(=O)c2C1c1ccccc1Cl (stereo unspecified)	19	0.3	14	0.3
47	COc1ccc2nc(-c3cccc(NS(=O)(=O)c4cccc(Cl)c4)c3)cn2n1	-6	-0.5	2	0.0
48	Cc1cc(C(F)(F)F)nc(SCc2ccc(C(=O)NNC(=O)c3ccccc3C)o2)n1	0	-0.6	38*	0.0
49	CN=C(NS(=O)(=O)c1ccccc1)c1ccccc1F	12	1.3	6	-0.1
50	O=C(C1CCCO1)N1CCc2ccccc21 (stereo unspecified)	15	-1.0	7	1.0
51	N#Cc1ccccc1OCC(=O)NC12CC3CC(CC(C3)C1)C2	-3	0.3	3	0.1
52	CC1CCC(C(=O)NC(C(=O)NCCN2CCC(C)CC2)C(C)C)CC1 (stereo unspecified)	9	1.0	0	-0.1
53	COc1ccc(C2C(C#N)=C(N)N(c3ncn[nH]3)C3=C2C(=O)CC(C)(C)C3)cc1 (stereo unspecified)	-12	1.4	-1	0.1
54	CC1=C(C(=O)OCCOc2ccccc2)C(c2ccccc2F)C2=C(CCCC2=O)N1 (stereo unspecified)	0	-0.3	-2	0.2
55	O=C(Nc1ccccc1)c1cccc(OCc2cccc(Cl)c2)c1	2	-8.6	-9	0.0
56	Cc1ncc(CO)c2cc(C(=O)Nc3cccc(F)c3)c(=Nc3cccc(C(N)=O)c3)oc12	0	-0.6	-5	0.4
57	COC(=O)c1[nH]c2sc3c(c2c1NC(C)=O)CCCC3	-3	0.6	-5	-0.1
58	COc1ccc(C2C(=O)N(C3CCC(C)CC3)CC(=O)N2CCc2ccccc2)cc1OC (stereo unspecified)	4	-0.8	-9	-0.1
59	CCc1nc(NCCO)c2nnn(Cc3ccc(F)cc3)c2n1	10	-1.1	6	0.1
60	CCOc1ccc2ccccc2c1/C=N/N1C(=O)C2C3C=CC(C4CC34)C2C1=O (stereo unspecified)	2	2.1	-4	-0.1
61	CC1CCCN(C(=O)NC2(C(F)(F)F)Oc3ccccc3O2)C1 (stereo unspecified)	7	5.7*	-15	0.2
62	COC(=O)c1c(NC(=O)c2cccc([N+](=O)[O-])c2C)sc2c1CCCC2	-6	0.9	2	-0.1
63	Cn1c(=O)c2c(SC3CCCC3)nc(-c3ccc([N+](=O)[O-])cc3)nc2n(C)c1=O	-1	0.5	5	0.0
64	CCN(CCCNC(=O)CNC(=O)Cn1cnc2sc(C)cc2c1=O)Cc1ccccc1	3	-0.1	0	-0.1
65	Cc1cc(Cl)ccc1OCC(=O)Nc1ccccn1	12	-0.7	67*	0.3
66	CC(=O)c1ccc(NC(=O)CSc2nc3ccc(NC(=O)c4ccccc4)cc3s2)cc1	5	-1.0	-11	0.0
67	CN(C)C(=O)c1nc2ccc(Cl)cn2c1CN1CCCC1c1ccc(F)cc1 (stereo unspecified)	-17	1.5	2	0.1
68	Cc1cccc(-c2nnc(SCC(=O)Nc3cc(Cl)ccc3O)o2)c1	17	-3.9	-39	0.0
69	Cc1ccc2c(Cl)c(C(=O)Nc3ccc(N(C)C)cc3)sc2c1	-1	0.5	-28	0.1
70	CC1CCc2c(sc(NC(=O)c3ccc(Br)o3)c2C(N)=O)C1 (stereo unspecified)	17	-0.4	-18	0.1
71	COc1ccc(CNC(=O)CCCn2c(SCC(=O)c3ccc(F)cc3)nc3cc4c(cc3c2=O)OCO4)cc1	2	-0.4	-4	-0.1
72	O=C(NCC1(c2ccccc2)CCOCC1)c1ccccc1Cl	7	0.3	-1	0.2
73	CCCCOC(=O)C1=C(C)Nc2ncnn2C1c1ccc(F)cc1 (stereo unspecified)	-10	-0.2	8	-0.1
74	CCn1ccc(C(=O)N(CCCN2CCOCC2)c2nc3ccc(Cl)cc3s2)n1	12	-0.6	-59	0.2
75	Cc1ccc(S(=O)(=O)n2[nH]c(=O)c(CCO)c2C)cc1	8	1.0	-4	0.3

# Further structures follow:
item	SMILES	MITF primary	GPR151 activ	TEAD-YAP inh	FBW7 activator
76	CC(=O)c1nnn(-c2ccc(Cl)cc2)c1N1CCC(N)CC1	5	-1.1	-10	-0.1
77	C=CCn1c(SCC(=O)N2CCOCC2)nnc1-c1ccccc1O	4	-0.9	-5	0.6
78	COc1ccc(COCC(O)CN2CCCC(c3nc4ccccc4s3)C2)cc1OC (stereo unspecified)	30	-0.3	10	-0.1
79	O=C(NC12CC3CC(CC(C3)C1)C2)C1CC(Cc2cccc(F)c2)=NO1 (stereo unspecified)	-4	-0.5	-23	-0.1
80	CCc1c(C(=O)N(CC)CC)c(=O)cc(C)n1CC1CCCN1CC (stereo unspecified)	2	-0.1	-2	0.2
81	COc1ccc(C2C(C(=O)N3CCCC(C)C3)c3ccccc3C(=O)N2c2ccc(OC)cc2)cc1 (stereo unspecified)	0	-0.9	13	0.0
82	CCOC(=O)c1[nH]c(C)c(C(=O)Nc2ccccc2F)c1C	13	-1.5	30	0.6
83	O=C(NC1CCCCCC1)c1cc(-c2cccc(Br)c2)nc2ccccc12	3	-0.7	4	0.5
84	Cc1ccnc(N2CCC(C(=O)NCc3ccc4c(c3)OCO4)CC2)n1	-2	1.2	-10	0.2
85	O=C(Nc1ccc2oc(-c3ccccc3)nc2c1)c1cc(Br)ccc1Cl	4	0.5	-8	-0.2
86	CC(C)(C)NCCCOc1ccccc1	-24	-0.8	-4	-0.1
87	C/C(=N\NC(N)=O)c1ccc2c(c1)OCCO2	16	0.2	1	0.1
88	c1ccc2sc(Nc3ccnc(Nc4ccc(N5CCOCC5)cc4)c3)nc2c1	2	1.0	17	-0.2
89	O=C(Nc1cc(Sc2ccccc2)cc([N+](=O)[O-])c1)c1ccc(F)c(F)c1	18	-1.0	4	0.9
90	COc1ccc(CCN=Cc2ccccc2O)cc1OC	2	-0.4	9	0.1
91	CSc1ccc(/C=N\Nc2nncn2N)cc1	-3	-1.4	-11	-0.3
92	O=C(NCc1ccco1)c1nc(-c2ccccc2)n(-c2ccccc2)n1	5	0.6	4	-0.1
93	CN(C)CCNC(=O)c1ccc2c(c1)CC(c1nc3ccc(-c4cn[nH]c4)cc3s1)CO2 (stereo unspecified)	36	0.9	-12	0.4
94	COc1ccc(Cl)cc1NC(=O)Cn1cnc([N+](=O)[O-])n1	-4	0.3	2	-0.2
95	COc1ccc(CCNC(=O)c2cccnc2SC)cc1	7	-1.8	-10	1.0
96	COc1cc([N+](=O)[O-])ccc1NC(=O)c1ccc(Br)o1	14	0.1	7	0.1
97	Cc1cc(NC(=O)C2CCN(S(=O)(=O)c3cccs3)CC2)ccc1I	11	1.2	1	-0.1
98	O=C(Cn1ncc2ccc(Cl)cc21)NCc1ccccn1	11	-1.0	-1	0.1
99	CS(=O)(=O)N(CC(=O)NCCSCc1cccc(Cl)c1)c1cccc(Cl)c1	-7	0.0	-1	-0.4
100	N#Cc1c(NC(=O)c2cnn3c2NC(c2cccs2)CC3C(F)(F)F)sc2c1CCCC2 (stereo unspecified)	-10	0.1	-2	0.3

# Screens (PubChem)
